FLuc stim CS – affects firefly luciferase, flagging false hits in luciferase stimulation screens; ATPlite luciferase biochemical, luminescence, 10 min; 0 = ATP-free wells, 1 = DMSO control; AID 1027; activation factor at 10 µM; 200,000 tested, under 10 active;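 active = luciferase activation factor, scaled between plate controls, of at least 2 with compound at 10 µM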
Target sequence (P08659 whole entry, looked up): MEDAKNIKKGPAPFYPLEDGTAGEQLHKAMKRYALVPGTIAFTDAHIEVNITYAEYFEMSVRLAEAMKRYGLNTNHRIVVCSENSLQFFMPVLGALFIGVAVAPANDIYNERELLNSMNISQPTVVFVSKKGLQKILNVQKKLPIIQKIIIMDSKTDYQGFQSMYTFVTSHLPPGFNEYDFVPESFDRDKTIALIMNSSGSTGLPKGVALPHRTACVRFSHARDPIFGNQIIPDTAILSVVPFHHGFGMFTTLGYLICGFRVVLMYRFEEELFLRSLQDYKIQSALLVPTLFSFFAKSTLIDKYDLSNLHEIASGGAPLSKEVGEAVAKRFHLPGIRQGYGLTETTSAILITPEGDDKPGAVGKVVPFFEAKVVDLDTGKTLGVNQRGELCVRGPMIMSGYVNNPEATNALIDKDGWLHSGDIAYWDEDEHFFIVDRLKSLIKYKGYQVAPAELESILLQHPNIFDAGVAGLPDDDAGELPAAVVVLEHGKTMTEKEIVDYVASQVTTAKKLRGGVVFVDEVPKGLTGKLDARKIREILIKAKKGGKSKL
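Assay system: Luciferase/luciferin detection reagent, cell-free biochemical luciferase assay / Read-out: luciferase activation / Benchmarks: No-ATP low control, compound-free enzyme-plus-ATP high control / Medium: PBS buffer for ATP / Detection: luminescence measurement of luciferase light output / Schedule: 10 min at ambient temperature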
PMI activator – increases human mannose-6-phosphate isomerase activity | P34949 | purified human PMI, coupled resazurin fluorescence, 20 min; hits give high values; 1 = vehicle control, 0 substrate-free wells | activation factor at 20 µM | 190,000 tested, 0.005% active | AID 1214;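 active = activation factor of 2 or more at 20 µM, relative to plate controls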
TNAP inh hiacc – blocks human TNAP under high phosphate acceptor concentration; P05186; purified TNAP, CDP-star luminescence, 1 M DEA; inhibition, % at 20 µM; 200,000 tested, 0.03% active; AID 1135;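 active = over 50% inhibition of tissue-nonspecific alkaline phosphatase at 20 µM in the single-dose screen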;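 also: plate controls were DMSO wells for no effect and EDTA-quenched wells as full inhibition for full effect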
Target sequence (P05186 whole entry, looked up): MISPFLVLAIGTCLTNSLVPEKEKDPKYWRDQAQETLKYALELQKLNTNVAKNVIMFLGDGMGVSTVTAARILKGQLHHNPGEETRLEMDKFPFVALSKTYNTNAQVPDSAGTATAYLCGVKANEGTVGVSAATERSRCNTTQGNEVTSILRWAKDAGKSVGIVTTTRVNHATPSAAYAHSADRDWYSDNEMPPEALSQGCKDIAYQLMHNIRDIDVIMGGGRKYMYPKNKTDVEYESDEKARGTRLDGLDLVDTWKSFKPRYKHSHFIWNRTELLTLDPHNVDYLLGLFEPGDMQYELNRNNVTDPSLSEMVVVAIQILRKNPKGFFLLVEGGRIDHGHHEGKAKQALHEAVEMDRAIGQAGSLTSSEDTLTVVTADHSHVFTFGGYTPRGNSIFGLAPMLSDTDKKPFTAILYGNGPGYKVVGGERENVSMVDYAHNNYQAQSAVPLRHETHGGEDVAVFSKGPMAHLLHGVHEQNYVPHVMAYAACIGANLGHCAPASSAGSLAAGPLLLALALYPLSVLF
HMGR II inh – E. faecalis class II HMG-CoA reductase inhibition; AID 1066; purified E. faecalis HMGR, NADPH absorbance 340 nm kinetic; 190,000 tested, 0.41% active; inhibition, % at 10 µM;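 active = inhibition above a set limit, the median over all tested compounds plus 3 SD, cut at about 9.5% in these data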;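 also: enzyme runs in reverse so mevalonate oxidation gives rising NADPH absorbance; 0% = complete reaction with DMSO and 100% = background rate lacking mevalonate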
PMI act satM6P – PMI (human) activation, high substrate | coupled PMI enzyme assay, resazurin fluorescence, 20 min; hits give high values; 1 = untreated enzyme, 0 = substrate-free blank | activation factor at 20 µM | 190,000 tested, 0.34% active | AID 1216;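 active = activation factor of 2 or more at 20 µM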
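Test system: human phosphomannose isomerase with PGI, G6PDH, diaphorase coupling enzymes; amount: 15 ng/mL PMI; incubation: enzyme reaction with compound 20 min at room temperature; technique: resorufin fluorescence (Ex 544/Em 590 nm) from resazurin via diaphorase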
TNAP inh noacc – TNAP (human) inhibition, acceptor-free conditions; P05186; purified TNAP, CDP-star luminescence, 30 min; inhibition, % at 20 µM; 200,000 tested, 0.26% active; AID 1012;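 active = tissue-nonspecific alkaline phosphatase inhibition above about 50% at 20 µM in the single-dose screen, limit read from the data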;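 also: 0% = DMSO negative control and 100% = EDTA positive control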
Diaphorase inh – counter-screen for diaphorase-based assays: diaphorase inhibitors and chemical oxidizers; diaphorase resazurin-to-resorufin fluorescence, NADH, 16 min; bacterial (C. kluyveri) enzyme, not human; inhibition, % at 20 µM; 190,000 tested, 0.69% active; AID 1217;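 active = primary screen inhibition at 20 µM above a set limit, cut at about 50% in these data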;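 also: plate controls were DMSO with full reaction for no effect and wells lacking NADH for full effect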
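Assay system – diaphorase enzyme from Clostridium kluyveri · Amount – diaphorase 0.14 U/mL (working solution) · Times – reaction incubation of 16 min at room temperature · Controls – No-NADH positive control and DMSO neutral control · Signal – resorufin fluorescence 544/590 nm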
G6PDH CS – counter-screen for G6PDH assay hits: L. mesenteroides G6PDH inhibition | Purified L. mesenteroides G6PDH, diaphorase/resazurin coupled fluorescence, 45 min | inhibition, % at 5 µM | 200,000 tested, 0.12% active | AID 1020; in the data active = inhibition above about 50%
TNAP act hi DEA – TNAP (human) activation, high acceptor | purified TNAP, CDP-star luminescence, 1 M DEA, 30 min; hits give high values; 0 = EDTA background, 1 = DMSO-only activity | activation factor at 20 µM | 200,000 tested, under 10 active | P05186;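 active = activation factor at least 2 at 20 µM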
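Dosing: 20 µM single point. System: human TNAP. Amount: TNAP 1/800 final. Incubation: 30 min, room temperature. Read-out: TNAP activation factor scaled between EDTA and DMSO control wells. Signal: luminescence from CDP-star hydrolysis. Medium: 1 M DEA, pH 9.8, Mg2+, Zn2+. Control set: EDTA negative control, DMSO positive control.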
Diaphorase act – diaphorase activation or chemical reduction counter-screen | Diaphorase/resazurin coupled assay, resorufin fluorescence, 16 min; hits give high values; 1 = vehicle wells, 0 = NADH-free wells | activation factor at 20 µM | 190,000 tested, 0.005% active | AID 1229;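 active = diaphorase activity raised at least twofold by the compound at 20 µM; inactive = activation factor below 2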
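Material: bacterial diaphorase enzyme (C. kluyveri); amount: enzyme 0.07 U/mL final; reagent: NADH substrate 0.114 mM plus resazurin dye 0.1 mM, final; doses: single compound dose of 20 µM, 1% DMSO final; timing: 16 min enzyme reaction, ambient temperature; measured by: fluorescence of resorufin, 544 nm excitation, 590 nm emission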
Active calls of the source: *.

molecule | Diaphorase inh | TNAP inh hiacc | TNAP inh noacc | HMGR II inh | PMI activator | TNAP act hi DEA | FLuc stim CS | PMI act satM6P | G6PDH CS | Diaphorase act
Cn1c(=O)c2c(nc(NCCNC(=O)c3ccco3)n2Cc2ccccc2Cl)n(C)c1=O | 12 | -1 | -2 | 0 | 1 | 1 | 1.1 | 1 | 10 | 0.9
Cc1ccc(CSc2nnc(C)c(=O)n2N)cc1 | -7 | -1 | 1 | -8 | 1 | 1 | 1 | 1.1 | -2 | 1.1
Cc1cccc(N(C(=O)CNC(=O)c2ccco2)C(C(=O)NC2CCCC2)c2cccnc2)c1 (stereo unspecified) | 2 | 0 | 2 | 1 | 1.1 | 1 | 1.1 | 1 | 11 | 1
Cn1c(Cl)nc2ccccc21 | 4 | -1 | -2 | -4 | 1 | 1 | 1.1 | 1 | -1 | 1
CC(C)N=C(NC#N)SCC(=O)NC(C)(C)C | 11 | -7 | -8 | 2 | 1 | 1.1 | 1.1 | 1 | 6 | 0.9
Cc1ccc(-c2cc(C(=O)Nc3ccccc3C)c3ccccc3n2)o1 | 8 | 4 | 11 | -7 | 1.3 | 1 | 0.9 | 1.4 | 1 | 0.9
O=C(NCCNC1CCC(c2ccccc2)CC1)c1ccc(F)cc1 (stereo unspecified) | -15 | -5 | -8 | -4 | 1 | 1 | 1 | 1.1 | 13 | 1.2
Clc1ccc(-c2nnc3n2CCCC3)cc1 | 18 | 1 | -7 | -2 | 1 | 1 | 1 | 1 | 8 | 0.8
Cc1ccc(-n2c(C)cc(/C=N/NC(=O)CC3(C)OCCO3)c2C)cc1 | 9 | 2 | -9 | -5 | 1 | 1 | 1 | 1 | 2 | 0.9
O=C1NC2=C(C(=O)CCC2)C(c2ccc3ncccc3c2)N1 (stereo unspecified) | 20 | -5 | -10 | -8 | 0.9 | 1.1 | 1.1 | 0.9 | 2 | 0.8
NS(=O)(=O)c1ccc(CCNC(=O)C(=O)c2c[nH]c3ccccc23)cc1 | 13 | -3 | 13 | 1 | 1.1 | 1 | 1.1 | 1 | 14 | 0.9
CC(C)(C)NC(=O)NC(=O)COc1ccc(Br)cc1Br | 6 | 2 | -4 | -5 | 0.8 | 1 | 0.8 | 1 | -1 | 0.9

Only PMI activator and Diaphorase act, for 2 of the compounds above:
Compound	PMI activator	Diaphorase act
CC(C)N=C(NC#N)SCC(=O)NC(C)(C)C	1	0.9
Cc1ccc(-c2cc(C(=O)Nc3ccccc3C)c3ccccc3n2)o1	1.3	0.9

Later entries.
molecule | Diaphorase inh | TNAP inh hiacc | TNAP inh noacc | HMGR II inh | PMI activator | TNAP act hi DEA | FLuc stim CS | PMI act satM6P | G6PDH CS | Diaphorase act
CC(C)(C)CC(C)(C)N=C1NS(=O)(=O)c2cc([N+](=O)[O-])ccc21 | 23 | -6 | -8 | -2 | 0.9 | 1.1 | 1 | 0.9 | 10 | 0.8
O=S(=O)(Nc1nc2ccccc2nc1Cl)c1ccc(Cl)cc1 | 10 | 0 | 5 | 0 | 1.2 | 1 | 1.1 | 1 | 14 | 0.9
Cc1cc(NC(=O)COc2ccc(Cl)cc2Cl)n(-c2ccccc2)n1 | 13 | -5 | -4 | -4 | 1.1 | 1.1 | 1.1 | 1 | 1 | 0.9
COc1ccccc1CNCC(O)(c1ccc(Cl)cc1)c1ccc(Cl)cc1 | 7 | -3 | -11 | -1 | 0.9 | 1 | 1 | 0.9 | -5 | 0.9
COc1ccc(NC(C)=O)cc1NC(C)C(=O)Nc1ccccc1F (stereo unspecified) | 25 | -5 | -7 | -2 | 0.8 | 1.1 | 1 | 0.6 | 9 | 0.7
COCCCn1c(-c2ccccc2Cl)n[nH]c1=S | 11 | -2 | 22 | -4 | 0.9 | 1 | 1 | 1 | 3 | 0.9
Cc1ccc2c(Cl)c(C(=O)Nc3cc(C)on3)sc2c1 | -2 | -4 | 15 | -3 | 1.1 | 1 | 0.9 | 1 | 7 | 1
CCOC(=O)c1c(NC(=O)C(=O)N/N=C/c2ccccc2OC)sc2c1CCCCC2 | 11 | 3 | -6 | -3 | 0.9 | 1 | 0.4 | 0.9 | -13 | 0.9
COc1cc2c(cc1OC)C(c1cccc([N+](=O)[O-])c1)N(C(=O)c1ccc(F)cc1)CC2 (stereo unspecified) | 20 | -4 | 4 | 2 | 1 | 1 | 1.1 | 1 | 8 | 0.8
CC(Oc1ccc(Cl)cc1)C(=O)Nc1nccs1 (stereo unspecified) | 4 | -4 | -7 | -10 | 0.9 | 1 | 1 | 1 | 3 | 1
O=c1c2ccccc2cnn1CCOc1ccccc1 | 17 | -1 | -12 | -5 | 1 | 1 | 0.2 | 0.9 | 3 | 0.8
CC(C)(C)NC(=O)c1ccncc1 | 3 | -4 | -13 | 1 | 1 | 1 | 1.1 | 1 | -4 | 1
O=C(CNC(=O)c1ccccc1)NCC(=O)OCC(=O)c1ccc(F)cc1 | 9 | -5 | -8 | -4 | 0.9 | 1 | 1 | 0.9 | 10 | 0.9
O=C(Nc1ccc(S(=O)(=O)N2CCOCC2)cc1)c1ccc(Br)o1 | 23 | -5 | -14 | -7 | 0.9 | 1.1 | 1 | 0.8 | 9 | 0.8
Cc1cccn2c(CNCCCn3ncc4ccccc43)c(C(=O)N3CCCCC3)nc12 | 6 | -6 | -10 | -8 | 0.9 | 1.1 | 1 | 1 | 0 | 0.9
O=C(O)CCC(=O)Nc1ccc(N2CCCCC2)c(C(=O)O)c1 | 19 | -2 | -8 | -2 | 1 | 1 | 1 | 0.9 | 6 | 0.8
O=C(CN1CCC(C(=O)c2ccc(F)cc2)CC1)Nc1ccccc1 | 12 | -3 | -3 | -1 | 1 | 1 | 1 | 1 | 3 | 0.9
COc1cccc(NC(=O)N2CCN(c3cccc(C)c3)C(C)C2)c1 (stereo unspecified) | -4 | -4 | -8 | 0 | 1 | 1 | 1 | 1 | 9 | 1
O=C(Cn1nc(-c2ccc3c(c2)OCCO3)ccc1=O)Nc1ccc(-n2cnnn2)cc1 | -18 | -5 | -12 | 3 | 1 | 1 | 1.1 | 1.1 | 7 | 1.2
Cc1ccc(-c2cc(-c3ccccc3C)[nH]n2)c(O)c1 | 21 | 0 | -9 | -4 | 0.9 | 1 | 0.9 | 1 | 11 | 0.8
O=C(C1CC1)N1CCc2cc(Br)cc(S(=O)(=O)N3CCCCCC3)c21 | 37 | -3 | -5 | -1 | 0.8 | 1 | 1 | 0.8 | -6 | 0.6
COc1ccccc1CN(Cc1cc2cc3c(cc2[nH]c1=O)OCCO3)Cc1nnnn1Cc1ccco1 | 30 | -5 | -14 | -2 | 0.9 | 1.1 | 1 | 0.9 | 10 | 0.7
O=C(COC(=O)c1cc(-c2cccs2)nn1-c1ccccc1)Nc1ccc(F)c([N+](=O)[O-])c1 | -3 | -6 | 12 | -3 | 1 | 1.1 | 1.1 | 1.1 | -11 | 1
Cc1nc2ccccc2c2oc(C(=O)NCCCN3CCCC3=O)cc12 | 5 | -2 | -13 | -3 | 1 | 1 | 1 | 1 | -1 | 0.9

Whole records as entered above. Order of values: Diaphorase inh, TNAP inh hiacc, TNAP inh noacc, HMGR II inh, PMI activator, TNAP act hi DEA, FLuc stim CS, PMI act satM6P, G6PDH CS, Diaphorase act
`Cc1ccc(-c2cc(-c3ccccc3C)[nH]n2)c(O)c1` across the screens: 21, 0, -9, -4, 0.9, 1, 0.9, 1, 11, 0.8
`O=C(Nc1ccc(S(=O)(=O)N2CCOCC2)cc1)c1ccc(Br)o1` across the screens: 23, -5, -14, -7, 0.9, 1.1, 1, 0.8, 9, 0.8

Next compounds
molecule | Diaphorase inh | TNAP inh hiacc | TNAP inh noacc | HMGR II inh | PMI activator | TNAP act hi DEA | FLuc stim CS | PMI act satM6P | G6PDH CS | Diaphorase act
Cc1c(NC(=O)COC(=O)CCC(=O)c2ccc(Cl)cc2)c(=O)n(-c2ccccc2)n1C | 5 | -4 | -10 | -3 | 1 | 1 | 1.1 | 1 | 2 | 0.9
Cc1cc(NS(=O)(=O)c2ccc(NC(=O)NC(C)(C(F)(F)F)C(F)(F)F)cc2)no1 | 15 | -1 | -5 | -1 | 0.9 | 1 | 1.1 | 0.9 | -4 | 0.9
Cc1cccc2sc(NC(=O)C3CCCO3)nc12 (stereo unspecified) | 4 | -4 | -10 | 6 | 1 | 1 | 1 | 1 | 0 | 1
O=C(Nc1c(C(=O)Nc2ccccc2)cnn1-c1ccccc1)c1ccco1 | 17 | -4 | -7 | -1 | 0.9 | 1 | 1 | 0.9 | 12 | 0.8
Cc1ccnc(NC(=O)Cc2ccc([N+](=O)[O-])cc2)c1 | 9 | -5 | -6 | -6 | 1 | 1.1 | 1 | 0.9 | 16 | 0.9
CCOC(=O)c1cccc(NC(=O)CSc2nnnn2CC)c1 | 9 | -10 | -5 | 1 | 1 | 1.1 | 1.1 | 1 | 6 | 0.9
CCOC(=O)C(=O)N1CCN(c2cc3c(cc2[N+](=O)[O-])n(C)c(=O)n3C)CC1 | 6 | 5 | -2 | -4 | 1 | 1 | 1 | 0.9 | 2 | 0.9
O=S(=O)(c1cc(-c2nnc(-c3ccc(Br)cc3)o2)ccc1Br)N1CCCCCC1 | 14 | -3 | -8 | 3 | 1 | 1 | 1.1 | 1 | -6 | 0.9
Cc1ccc2cc(CCNC(=O)c3cccs3)c(=O)[nH]c2c1 | 32 | -6 | -14 | 1 | 1 | 1.1 | 1 | 1 | 11 | 0.7
O=C(CC1(O)C(=O)N(CCc2ccccc2)c2ccccc21)c1ccccn1 (stereo unspecified) | 5 | 3 | -3 | -2 | 0.9 | 1 | 1 | 0.9 | 7 | 1
Cc1ccccc1-n1c(N)cc(=O)[nH]c1=S | 11 | -8 | 15 | 2 | 1 | 1.1 | 1.1 | 1 | 10 | 0.9
CCOC(=O)C1CCC(CNCc2ccccc2C)CC1 (stereo unspecified) | 6 | -2 | -8 | 9.8* | 1 | 1 | 1 | 1 | 3 | 0.9
Cc1cc([N+](=O)[O-])cc2ncccc12 | 6 | 0 | -8 | 0 | 1 | 1 | 1 | 1.1 | -2 | 0.9
C/C(CC1CC(COCCC(C)C)OC1=O)=N\NC(N)=S (stereo unspecified) | 13 | -6 | -6 | 0 | 1 | 1.1 | 1.1 | 1 | 4 | 0.9
Cn1c(=O)n(Cc2ccccc2)c(=O)c2c1nc1n2CCCN1CCc1ccccc1 | 15 | -10 | -3 | -2 | 1 | 1.1 | 1 | 1 | 4 | 0.9
